RSV antiviral HEp-2: inhibition of RSV-induced cytopathic effect – HEp-2 cells, primary 10 µM value included (AID 2391) | HEp-2 cells, RSV-induced CPE inhibition; higher % means a stronger effect | one-dose CPE inhibition, % at 10 µM; IC50 in µM for titrated hits | 310,000 tested, 0.13% active; in the data active = a potency from the dose series; inconclusive = CPE inhibition mostly from about 23% at the one dose, without a potency; inactive = the rest, 99 in 100 with CPE inhibition below about 21%; also: strong numbers were not always called active
Large T inhibition: SV40 large T antigen inhibitors, biochemical (AID 1903); SV40 large T antigen ATPase/helicase inhibition assay; higher % means a stronger effect; one-dose inhibition, % at 20 µM; IC50 in µM for titrated hits; 310,000 tested, 0.39% active; in the data active = a potency from the dose series; inconclusive = inhibition mostly from about 32% at the one dose, without a potency; inactive = the rest, 99 in 100 with inhibition below about 32%; also: strong numbers were not always called active
T cell HTS: T cell immune modulators affecting CD8 T cell-vesicle binding. 2C CD8+ T cell-vesicle binding, flow cytometry; hits give low values. calls only at 7 µM. 330,000 tested, 0.068% active;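 active = response, share of CD8 T cells binding vesicles, and their 90th percentile fluorescence all below set limits, cut at about 80% in these data, passing the limit was not always enough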
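Also added: QL9-peptide-loaded Drosophila micro-vesicles bearing Ld, ICAM-1 and B7-1; Test system: purified 2C TCR transgenic mouse naive CD8+ T cells; Measured by: cytometric PE anti-B7-1 and Alexa647 anti-CD8 signals after 1% paraformaldehyde fixation; Timing: binding step 1.5 h, 37 °C, antibody labelling 20 min, ice.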
K1F lysis inhibition: protection from phage-mediated lysis, alamar blue read-out – E. coli UTI89, K1F phage, bacterial capsule biogenesis inhibitors (AID 488966); one-dose inhibition, % at 100 µM; IC50 in µM for titrated hits; 340,000 tested, 0.02% active; E. coli UTI89 K1F phage lysis, alamar blue, 2 h; higher % means a stronger effect;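 active = phage lysis inhibition, versus mean bacterial control, above a set limit; inconclusive = no clear call, values can overlap the other calls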;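 also: capsule biogenesis inhibitors block K1F phage lysis so surviving cells raise fluorescence; higher fluorescence means more inhibition of phage lysis; actives were called in the ten point dose series up to 300 µM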
PhoP inhibition: inhibitors of PhoP regulon expression, primary screen, Salmonella Typhimurium, GFP reporter (AID 1863); S. Typhimurium PhoP-regulated promoter GFP reporter, 4 h; higher % means a stronger effect; inhibition, % at 50 µM; hits with a dose series show IC50 in µM; 300,000 tested, 0.16% active;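 active = inhibition over 29.93%, a cutoff 3 SD above the screen mean, later confirmed by dose response; inconclusive = inhibition over 29.93% but no dose response follow-up; inactive = inhibition at most 29.93% or unconfirmed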;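 also: 0% = low Mg2+ inducing control and 100% = high Mg2+ repressing control; strong numbers were not always called active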
Rac1 GTP hydrolysis: MgcRacGAP GTPase-activating activity inhibitors, confirmation, biochemical, ADP Hunter fluorescence; inhibition, % at 30 µM, or IC50 in µM where a hit was titrated; 340,000 tested, 0.6% active; MgcRacGAP-stimulated Rac1 GTP hydrolysis, ADP Hunter fluorescence; higher % means a stronger effect; GST-tagged Rac1 F28L mutant substrate;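 active = first-screen hits whose inhibition reached a set limit at any dose in the follow-up dose series; inconclusive = inhibition above the set first-screen limit but never retested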;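 also: fluorescence reports GDP produced by GAP-driven GTP hydrolysis; strong numbers were not always called active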
NTR1 agonist: agonists of NTR1, primary screen, imaging, U2OS cells, beta-arrestin-GFP, high content (AID 493036); P30989; 330,000 tested, 0.17% active; activation, % at 20 µM; NTR1-U2OS beta-arrestin-GFP spot imaging, agonist mode;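 active = activation at or above 40% of the spot to cytoplasm intensity ratio, with at least 20 cells analyzed; inconclusive = wells under 20 cells, flagged as cytotoxic or low count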;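 also: 0% = DMSO without peptide and 100% = 100 nM NTR1 peptide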
Target sequence (P30989 whole entry, looked up): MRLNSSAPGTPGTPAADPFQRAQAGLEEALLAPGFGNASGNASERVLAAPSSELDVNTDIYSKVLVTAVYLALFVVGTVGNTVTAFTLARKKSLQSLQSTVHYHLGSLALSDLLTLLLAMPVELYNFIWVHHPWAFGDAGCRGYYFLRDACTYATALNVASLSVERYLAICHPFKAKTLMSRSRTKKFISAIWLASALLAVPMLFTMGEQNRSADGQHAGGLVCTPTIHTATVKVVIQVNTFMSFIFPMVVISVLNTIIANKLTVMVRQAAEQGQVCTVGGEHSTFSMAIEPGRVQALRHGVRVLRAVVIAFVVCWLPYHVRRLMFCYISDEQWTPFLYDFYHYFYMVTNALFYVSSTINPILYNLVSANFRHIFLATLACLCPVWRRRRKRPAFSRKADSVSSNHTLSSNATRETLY
West Nile antiviral: inhibition of WNV-induced cytopathic effect – cell-based, CPE readout (AID 1621) | one-dose CPE inhibition, % at 10 µM; IC50 in µM for titrated hits | West Nile virus-infected cells, CPE inhibition; higher % means a stronger effect | 290,000 tested, 0.02% active; in the data active = a potency from the dose series; inconclusive = CPE inhibition mostly from about 3.7% at the one dose, without a potency; inactive = the rest, 99 in 100 with CPE inhibition below about 2.2%; also: strong numbers were not always called active
Dengue-2 NS5 capping: Dengue-2 NS5 methyltransferase inhibitors, primary screen, biochemical, confirmation dose response (AID 588689) | Dengue-2 NS5 methyltransferase capping enzyme assay, biochemical; higher % means a stronger effect | inhibition, % at 25 µM, or IC50 in µM where a hit was titrated | 340,000 tested, 0.3% active; in the data active = a potency from the dose series; inconclusive = inhibition above about 29% without an active follow-up result
T cell HTS vesicle-bound %: also measured in T cell HTS; calls as there; double positive events, %; measured here: CD8+ vesicle-bound cell fraction;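 binding gate set so that unloaded-vesicle control wells show 10% double positive cells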
NTR1 agonist cell count 20 µM: further read-out of NTR1 agonist, marked with its call; cell count; measured here: cell count, cytotoxicity flag
Numbers without * were called inactive; i = inactive; ? = inconclusive; · = not tested or not shown; & = joins results of further samples; [ ] = remark or other dose.

Values run as follows: RSV antiviral HEp-2 | Large T inhibition | T cell HTS | T cell HTS vesicle-bound % | K1F lysis inhibition | PhoP inhibition | Rac1 GTP hydrolysis | NTR1 agonist | NTR1 agonist cell count 20 µM | West Nile antiviral | Dengue-2 NS5 capping
CC(C)CCNC(=O)c1cc2c(=O)[nH]c3ccccc3c2s1
  4.3% | 6% | i | 43 | 0.1% | 3% | 13% | 0.0 | 43 | -0.4% | -3%
O=C(Cc1ccccc1)NNC(=O)C1CC=CCC1 (stereo not given)
  1.7% | 5% | i | 22 | 0.1% | -1% | 1% | 0.3 | 68 | 0.4% | 12%
COc1ccc(NS(=O)(=O)c2ccc(NC(=S)NC(=O)c3cccc(F)c3)cc2)nn1
  2.1% | 6% | i | 44 | 0.0% | -7% | 7% | 1.8 | 82 | 0.0% | 3%
CC1=CCC[C@@H]2[C@@](C)(CC/C(C)=C/C(=O)O)[C@H](C)CC[C@@]12C
  12% | 18% | · | · | -1.2% | -1% | 7% | 2.2 | 55 | 0.6% | 28%
CCC(C)N(C(=O)COC(=O)CNC(=O)c1ccccc1F)C1CCS(=O)(=O)C1 (stereo not given)
  0.6% | 4% | i | 5 | -2.0% | 2% | -3% | -0.7 | 29 | 0.3% | 0%
COc1cccc(C2=NOC(C(=O)NCc3ccccn3)C2)c1 (stereo not given)
  0.7% | 3% | i | 53 | 5.0% | -1% | 7% | 2.2 | 60 | -0.6% | 2%
COc1ccc(C(=O)N(C)CCCC2CCCC2)cc1OC1CCN(C(C)C)CC1
  0.0% | 3% | i | 69 | -0.2% | -2% | 7% | 4.2 | 56 | -1.0% | -1%
CC(=O)c1ccc(OCC(=O)Nc2cccc(S(=O)(=O)N3CCCC3)c2)cc1
  2.5% | · | i | 34 | 0.6%[50 µM] | · | 3% | 3.1 | 54 | · | -12%
O=[N+]([O-])c1cc(-c2ccn[nH]2)ccc1Cl
  14% | 8% | i | 48 | -2.0% | -4% | -8% | 0.4 | 82 | -0.4% | 3%
Cc1ccc(C(=O)NC(=S)Nc2cc(C(F)(F)F)ccc2Cl)cc1
  1.9% | 8% | i | 50 | 0.1% | -7% | 10% | -0.4 | 30 | 0.6% | -1%

3 entries from above, ordered by their value in West Nile antiviral, largest number first.
Compound	West Nile antiviral
O=C(Cc1ccccc1)NNC(=O)C1CC=CCC1 (stereo not given)	0.4%
CCC(C)N(C(=O)COC(=O)CNC(=O)c1ccccc1F)C1CCS(=O)(=O)C1 (stereo not given)	0.3%
COc1cccc(C2=NOC(C(=O)NCc3ccccn3)C2)c1 (stereo not given)	-0.6%

(cont.)
Values run as follows: RSV antiviral HEp-2 | Large T inhibition | T cell HTS | T cell HTS vesicle-bound % | K1F lysis inhibition | PhoP inhibition | Rac1 GTP hydrolysis | NTR1 agonist | NTR1 agonist cell count 20 µM | West Nile antiviral | Dengue-2 NS5 capping
C/C(CC(=O)Nc1ccc(C)c(Cl)c1)=N\NC(=O)Cc1cccs1
  2.5% | 13% | i | 56 | 0.3% | -2% | 5% | -1.9 | 58 | -0.2% | -2%
Cc1ccc(NCc2cccnc2)cc1
  2.4% | -12% | i | 50 | 0.4% | -3% | 10% | 0.4 | 58 | -0.1% | -1%
COc1ccccc1NC(=O)CC(NCc1ccccc1)C(=O)O (stereo not given)
  1.3% | 2% | i | 32 | 0.1% | -4% | 5% | 1.6 | 61 | · | 5%
COCCCNC(=O)CN(Cc1ccc(Cl)cc1)S(C)(=O)=O
  0.1% | 9% | i | 10 | 0.7% | 17% | -2% | 0.1 | 36 | -0.8% | -6%
CCOc1ccc(-n2c(Cc3cc(=O)[nH]c(=O)[nH]3)nnc2SCC(=O)Nc2nnc(C)s2)cc1
  1.9% | 6% | i | 62 | 1.4% | 0% | 5% | -0.1 | 85 | -0.2% | ·
COC(=O)c1cccc(N(C(=O)CNC(=O)c2ccco2)C(C(=O)NC2CCCC2)c2ccco2)c1 (stereo not given)
  0.7% | -2% | i | 17 | -0.8% | -1% | 5% | 2.2 | 102 | -0.2% | -13%
COc1ccc(OC)c(S(=O)(=O)Nc2cc(OC)c(Cl)cc2OC)c1
  -0.1% | 9% | i | 34 | -0.6% | 13% | 1% | 2.2 | 50 | -0.6% | -2%
C#CCOCCOCCOCCNc1nc(N2CCN(C(=O)C([C@@H](C)O)n3cc([C@@H](N)CCCCN)nn3)CC2)nc(N2CCN(C(=O)[C@H](CCCCN)n3cc([C@@H](N)CC(N)=O)nn3)CC2)n1 (stereo not given in full)
  · | · | i | 26 | -0.6% | · | 30% | -1.9 | 56 | · | -2%
COc1ccc(/C=C2\SC(=O)N=C2N)cc1OC
  18% | 9% | i | 28 | 0.1% | 2% | -3% | -2.0 | 96 | 0.2% | ·
COc1ccccc1OCC(=O)Nc1cccc(S(=O)(=O)NC2=NCCCCC2)c1
  1.5% | 7% | i | 53 | 1.6%[50 µM] | -3% | 6% | -0.6 | 55 | · | -1%
CCCCNC(=O)C(CC)Sc1nc2sc(C(=O)OC)c(C)c2c(=O)n1N (stereo not given)
  2.3% | 2% | i | 54 | 0.5% | -1% | 9% | 0.6 | 83 | 1.2% | -2%
CCOC(=O)c1c(C)[nH]c(C(=O)COC(=O)c2ccc(F)c(S(=O)(=O)N3CCOCC3)c2)c1C
  ? | 5% | i | 55 | 0.7% | 10% | 2% | 6.9 | 60 | -0.1% | -8%
COc1ccc(C(=O)NCCS(=O)(=O)NC2CCCC2)cc1
  -0.4% | 6% | i | 20 | 0.7%[50 µM] | 5% | 6% | -0.9 | 49 | · | 4%
COc1ccc(Nc2oc(-c3ccc(OC)cc3)nc2C#N)cc1
  -1.4% | 19% | i | 35 | -1.0% | 1% | 18% | 0.6 | 60 | 0.1% | 5%
Cn1c(=O)cc(OCCCC(=O)NCCN2CCN(c3ccccc3F)CC2)c2ccccc21
  -0.3% | 4%&18% | i | 30 | 1.3% | 1% | 11% | -1.7 | 94 | -0.2% | -1%
COc1ccc(CNC(=O)CN2C(=O)NC(c3ccccc3)(c3ccccc3)C2=O)cc1
  · | · | i | 47 | -1.1% | · | 0% | -1.2 | 30 | · | -2%
CCOC(=O)N1CCC(NC(=O)CCC(=O)N2CCOc3ccc(C)cc32)CC1
  0.7% | 8% | i | 55 | -0.6% | 2% | 4% | 1.8 | 45 | -0.3% | 5%
COc1ccc(C(=O)COC(=O)CNC(=O)c2ccc(OC)cc2)cc1
  1.8% | 17% | i | 40 | -0.4% | 2% | 6% | 1.3 | 55 | 2.0% | -2%
COc1ccc(NC(=S)NCC(O)c2ccccc2)c(OC)c1 (stereo not given)
  0.9% | -32% | i | 8 | -0.1% | -7% | 2% | 2.2 | 39 | -0.8% | ·
CCOc1ccc(NC(=O)CN(C)C(=O)Cn2c(=O)cnc3ccccc32)cc1OCC
  0.0% | · | i | 19 | 0.5%[50 µM] | · | 0% | 2.2 | 59 | · | -4%

Going on with the list:
smiles | RSV antiviral HEp-2 | Large T inhibition | T cell HTS | T cell HTS vesicle-bound % | K1F lysis inhibition | PhoP inhibition | Rac1 GTP hydrolysis | NTR1 agonist | NTR1 agonist cell count 20 µM | West Nile antiviral | Dengue-2 NS5 capping
O=C(CNc1cccc(S(=O)(=O)N2CCCC2)c1)Nc1ccc(F)c(F)c1 | 16% | -1% | i | 36 | -0.3%[50 µM] | -2% | 4% | 0.6 | 80 | · | -6%
Cn1c(=O)[nH]c(=O)c2c1nc(CN1CCN(c3ccc(F)cc3)CC1)n2CCc1ccccc1 | 2.8% | -7% | i | 43 | 0.3% | 8% | 7% | 1.9 | 57 | -0.8% | 1%
COc1ccc(/C=C2\SC(=O)N(CCNC(=O)Cc3coc4cc(OC)ccc34)C2=O)cc1 | 3.9% | -4% | i | 32 | 3.5% | 3% | 11% | 0.5 | 75 | -1.9% | -1%
Cc1cc(=O)oc2cc(OCC(=O)N3CC[C@@]4(O)CCCC[C@H]4C3)ccc12 | 0.2% | · | i | 4 | 6.6% | · | 0% | -1.6 | 88 | -0.7% | 1%
O=C(CN=C1NS(=O)(=O)c2ccccc21)OCC(=O)c1ccccc1 | -0.7% | 21% | i | 20 | 0.0% | 0% | 11% | 2.4 | 58 | -0.5% | -9%
CCCNC(=O)NCc1ccc(N2CCCC2=O)cc1 | 1.4% | 19% | i | 51 | 0.3% | 0% | 11% | -1.2 | 78 | 0.3% | -8%
O=C(C[n+]1cccc(/C=N/O)c1)N1CCCc2ccccc21 | 0.5% | 25% | i | 51 | 0.1% | -12% | 11% | -1.4 | 71 | 0.0% | -4%
O=C(NC1CCCC1)C(c1cccnc1)N(C(=O)c1ccco1)c1ccc(F)cc1 (stereo not given) | 1.9% | 6% | i | 38 | 0.2% | -6% | 2% | 0.9 | 42 | -0.2% | -10%
COc1cccc(Nc2nc(-c3ccc(O)cc3)cs2)c1 | 11% | 16% | i | 9 | -7.9% | 9% | 66µM* | 8.1 | 68 | 0.5% | -2%
Cc1ccc(-c2nc(CSc3nc4ccccc4c(=O)n3CCO)cs2)cc1 | ? | 4% | i | 14 | 3.3% | 0% | 6% | 14 | 64 | -1.0% | -1%
CCOC(=O)N1CCN(S(=O)(=O)c2ccc(OC)c3ccccc23)CC1 | 4.1% | 14% | i | 50 | -0.1% | 24% | 13% | 0.8 | 31 | 0.4% | -3%
